Screens as filed in PubChem.
influenza NS1A – NS1A inhibition, H1N1 influenza, cell based functional assay (AID 504329); NS1A functional cell-based assay, percent inhibition; higher % means a stronger effect; inhibition, % at 12.5 µM; hits with a dose series show IC50 in µM; actives 0.3% (n = 340,000); in the data active = a potency from the dose series; inconclusive = inhibition above about 27% without an active follow-up result; note: strong numbers were not always called active
M. tuberculosis HTS – M. tuberculosis growth inhibition, HTS (AID 449762) | actives 0.59% (n = 330,000) | M. tuberculosis H37Rv growth inhibition, 7H9 media; higher % means a stronger effect | one-dose inhibition, % at 25 µM; IC50 in µM for titrated hits; in the data active = a potency from the dose series; inconclusive = inhibition above about 70% without an active follow-up result;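 note: bacterial growth assessed after seven days of incubation; strong numbers were not always called active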
tuberculosis growth – growth inhibition of non-replicating M. tuberculosis (AID 488890); actives 0.39% (n = 320,000); Mycobacterium tuberculosis non-replicating, growth inhibition; higher % means a stronger effect; one-dose inhibition, % at 25 µM; IC50 in µM for titrated hits; in the data active = a potency from the dose series; inconclusive = inhibition mostly from about 82% at the one dose, without a potency; inactive = the rest, 99 in 100 with inhibition below about 76%;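 note: plate controls were DMSO cells for no effect and high antibiotic wells for full effect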
Salmonella PhoP GFP – PhoP regulon inhibitors, Salmonella typhi PhoP promoter GFP reporter, confirmatory (AID 1850) | Salmonella Typhi PhoP-promoter GFP reporter, fluorescence, 4 h; higher % means a stronger effect | inhibition, % at 50 µM, or IC50 in µM where a hit was titrated | actives 0.33% (n = 310,000); in the data active = a potency from the dose series; inconclusive = inhibition mostly from about 25% at the one dose, without a potency; inactive = the rest, 99 in 100 with inhibition below about 19%;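 note: 0% = induced wells with vehicle and 100% = uninduced wells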
VEEV TC-83 Vero – inhibitors of VEEV TC-83 cytopathic effect, confirmation, Vero cells (AID 588727); actives 0.13% (n = 350,000); one-dose inhibition, % at 20 µM; IC50 in µM for titrated hits; Vero cells, VEEV TC-83 cytopathic effect inhibition; higher % means a stronger effect; in the data active = a potency from the dose series; inconclusive = inhibition mostly from about 14% at the one dose, without a potency; inactive = the rest, 99 in 100 with inhibition below about 12%; note: strong numbers were not always called active
VEEV TC-83 Vero 10K pilot screen – recorded beside VEEV TC-83 Vero, whose call it bears; inhibition, %; measured here: 10K pilot screen inhibition
The depositor's hits bear a star; i = inactive; ? = inconclusive; / = not tested or not shown.

SMILES	influenza NS1A	M. tuberculosis HTS	tuberculosis growth	Salmonella PhoP GFP	VEEV TC-83 Vero	others
CCOc1cccc(-c2c(C(=O)N/N=C/c3c(F)cccc3Cl)nnn2-c2nonc2N)c1	0%	4%	33%	-33%	2.0%
Fc1ccc(CSc2nnc(-c3ccco3)o2)cc1	11%	19%	?	1%	0.2%
O=C(CCN1C(=O)C2C3CCC(C3)C2C1=O)OCC(=O)c1ccc(Br)cc1 (configuration not stated)	-6%	12%	60%	10%	i
COc1ccc(NC(=O)c2cc(Br)ccc2Cl)c(OC)c1	30%	43%	22%	-5%	i
O=C(O)C1CCN(S(=O)(=O)c2cccc3nsnc23)CC1	-3%	0%	-16%	3%	0.2%
Cc1cc(C)c2c(=O)c(C#N)coc2c1	0%	7%	-5%	-7%	0.9%
CCC1=NN(C(=O)C(=O)Nc2ccc(Br)cc2)C(O)(C(F)(F)F)C1 (configuration not stated)	-3%	10%	74%	6%	0.9%
O=C(NCc1cccnc1)C(=O)NCC1CCCO1 (configuration not stated)	-1%	-15%	-15%	-5%	i
Cc1cc(Br)ccc1NCc1ccccn1	0%	-2%	18%	-4%	i
N#Cc1c(-c2ccncc2)cc(-c2ccc(F)cc2)nc1N	1%	-3%	-1%	-3%	1.1%
Cc1ccc(-c2nc(CN(C)Cc3cccc4cnccc34)c(C)o2)s1	13%	4%	18%	0%	i
N/C(=N\OC(=O)Cc1cccs1)c1ccc(Br)cc1	-9%	11%	?	-5%	1.1%
COc1ccc(S(=O)(=O)Nc2c(NC3CCCCC3)c3ccccc3oc2=O)cc1OC	-3%	3%	3%	3%	3.7%
O=C(CSc1nnc(-c2ccncc2)o1)N1CCCCCC1	7%	/	/	/	i
Cc1cc(C)n(-c2nc(-c3ccc(Cl)c(Cl)c3)cs2)n1	2%	-12%	-1%	-4%	0.8%
CCOc1ccc(NC(=O)CN2CCN(CC(=O)c3ccc(OCC)cc3)CC2)cc1	13%	/	/	/	2.1%
CC(=O)C1=C(C)N(Cc2ccccc2)C(=O)N[C@H]1c1cccc(F)c1	-6%	0%	4%	-10%	i
CCCCOc1ccc(C(C)NC(=O)CCS(=O)(=O)Cc2ccccc2Cl)cc1 (configuration not stated)	1%	3%	-7%	-9%	i
CCCc1c(OCCCOc2ccc(OCC(=O)O)cc2)ccc(C(C)=O)c1O	3%	5%	12%	-6%	2.1%
COc1ccc(/C=C/C(=O)c2ccc3c4c(cccc24)CC3)cc1	-1%	?	52%	-4%	i
COc1cccc(C(=O)NCC2CCCN2S(=O)(=O)c2cccs2)c1 (configuration not stated)	-8%	-4%	16%	0%	0.7%
CCCCn1c(SCC(=O)NCc2ccco2)nc2ccc(N3CCOCC3)cc2c1=O	1%	?	12%	-6%	0.5%
CCCSc1nnc2c(n1)OC(c1cccn1C)N(C(C)=O)c1ccccc1-2 (configuration not stated)	4%	4%	-6%	-2%	0.2%
CSc1ccc(S(=O)(=O)N2CCC(C(=O)NC3CC3)CC2)cc1	6%	3%	8%	6%	1.1%
CC(Sc1nc2c([nH]c3ccccc32)c(=O)n1C)c1ccccc1 (configuration not stated)	3%	-5%	/	3%	1.9%

In the list so far, 2 have a cyano group:
SMILES	influenza NS1A	M. tuberculosis HTS	tuberculosis growth	Salmonella PhoP GFP	VEEV TC-83 Vero	others
Cc1cc(C)c2c(=O)c(C#N)coc2c1	0%	7%	-5%	-7%	0.9%
N#Cc1c(-c2ccncc2)cc(-c2ccc(F)cc2)nc1N	1%	-3%	-1%	-3%	1.1%

Returning to the listing with the 6 entries that preceded the break.
SMILES	influenza NS1A	M. tuberculosis HTS	tuberculosis growth	Salmonella PhoP GFP	VEEV TC-83 Vero	others
COc1ccc(/C=C/C(=O)c2ccc3c4c(cccc24)CC3)cc1	-1%	?	52%	-4%	i
COc1cccc(C(=O)NCC2CCCN2S(=O)(=O)c2cccs2)c1 (configuration not stated)	-8%	-4%	16%	0%	0.7%
CCCCn1c(SCC(=O)NCc2ccco2)nc2ccc(N3CCOCC3)cc2c1=O	1%	?	12%	-6%	0.5%
CCCSc1nnc2c(n1)OC(c1cccn1C)N(C(C)=O)c1ccccc1-2 (configuration not stated)	4%	4%	-6%	-2%	0.2%
CSc1ccc(S(=O)(=O)N2CCC(C(=O)NC3CC3)CC2)cc1	6%	3%	8%	6%	1.1%
CC(Sc1nc2c([nH]c3ccccc32)c(=O)n1C)c1ccccc1 (configuration not stated)	3%	-5%	/	3%	1.9%
CCOc1ccc(NC(=O)Cn2cncc2-c2ccc([N+](=O)[O-])cc2)cc1	0%	-10%	-6%	-11%	i
C/C(=N\Nc1cc(C)nc(-c2ccccc2O)n1)c1ccccc1O	-3%	?	8%	-12%	7.3%
Cc1nc(N2CCC(C)CC2)c2c(C)c(C(=O)Nc3cc(F)ccc3C)sc2n1	1%	5%	13%	-3%	1.4%
CCOc1cc(NS(=O)(=O)CC)c(OCC)cc1NC(=O)c1ccco1	0%	-12%	9%	-3%	5.0%	VEEV TC-83 Vero 10K pilot screen=0.3
O=C(NC1(C(F)(F)F)C(=O)Nc2c1c(=O)[nH]c(=O)n2-c1ccc(F)cc1)c1cccnc1 (configuration not stated)	-2%	1%	4%	-14%	2.1%	VEEV TC-83 Vero 10K pilot screen=0.3
Cc1cc(C)n2c(=S)[nH]nc2n1	-20%	8%	-5%	7%	1.2%
Cc1c(OCC(=O)NCCN2CCOCC2)ccc2c1oc(=O)c1ccccc12	2%	1%	60%	13%	11%
CC(=O)OC1C(OC(C)=O)N(C(C)=O)C(=O)N1C(C)=O (configuration not stated)	-10%	-1%	4%	13%	1.1%
OC(COc1ccc2ccccc2c1)Cn1ccnc1 (configuration not stated)	-16%	1%	9%	8%	0.1%
O=C(C1CCN(C2CCN(Cc3cccc4c3OCO4)CC2)CC1)N1CCOCC1	-4%	5%	7%	2%	0.3%
O=C(OCC(=O)N(CCc1ccccc1)Cc1ccccc1)c1ccccc1[N+](=O)[O-]	-1%	1%	-1%	-4%	4.6%
CCOC(=O)C1(Cc2ccccc2C)CCCN(C(=O)c2sccc2C)C1 (configuration not stated)	-7%	7%	5%	3%	7.7%
COc1cc(-c2n[nH]c(=O)o2)cc(OC)c1OC	-36%	0%	-7%	-6%	8.3%
COc1cc(CNc2ncc(-c3ccc(Br)cc3)n2C)cc(OC)c1O	-1%	-11%	55%	-3%	i
CN(Cc1ccccc1)c1ncnc2[nH]ncc12	5%	/	/	/	7.2%
Cc1ccc(CNS(=O)(=O)c2ccc3c(c2)CCN3C(=O)C2CCC2)cc1	6%	4%	-1%	-13%	3.0%
COC(=O)C(CO)NC(=O)C1CCCN1C(=O)CNC(=O)OCc1ccccc1 (configuration not stated)	0%	8%	-9%	-21%	0.8%
O=C1Oc2ccccc2C(=O)/C1=C\N1CCN(c2ccccc2)CC1	-8%	-2%	36%	8%	6.1%
O=C(Nc1ccc(Cl)cc1F)c1cccc2ccccc12	-8%	24%	73%	-7%	1.8%
COC(=O)C1=C(c2cccc(C#N)c2)C[C@@H]2CC[C@H]1N2C(=O)NCC1CC1	6%	-7%	10%	/	0.6%
CC(=O)NNC(=O)c1[nH]c2ccc(Br)cc2c1-c1ccccc1	-7%	6%	6%	6%	6.7%
Cc1noc(C)c1COc1ccc(C(=O)Nc2ccccn2)cc1	-12%	-1%	i	4%	8.6%
O=C(CSc1nc(-c2ccc(F)cc2)nc2c1Cc1ccccc1O2)Nc1cccc(C(=O)O)c1	-4%	/	/	/	0.1%
Cn1nc(-c2ccc(Cl)cc2)c2cc(C(=O)N3CCN(c4ccccn4)CC3)sc21	-23%	-3%	/	16%	7.3%
CC(=O)Nc1ccc(S(=O)(=O)N(C)CC(=O)N/N=C/c2cccc(O)c2)cc1	-19%	-8%	7%	-1%	4.2%

2 records picked at random from those above, as already listed:
SMILES	influenza NS1A	M. tuberculosis HTS	tuberculosis growth	Salmonella PhoP GFP	VEEV TC-83 Vero	others
Cn1nc(-c2ccc(Cl)cc2)c2cc(C(=O)N3CCN(c4ccccn4)CC3)sc21	-23%	-3%	/	16%	7.3%
CC(=O)NNC(=O)c1[nH]c2ccc(Br)cc2c1-c1ccccc1	-7%	6%	6%	6%	6.7%

Other entries:
SMILES	influenza NS1A	M. tuberculosis HTS	tuberculosis growth	Salmonella PhoP GFP	VEEV TC-83 Vero	others
Cc1ccccc1N(CC(=O)Nc1ccc(S(=O)(=O)N2CCOCC2)cc1)S(C)(=O)=O	-10%	5%	5%	-4%	0.8%
COc1cccc(/C=N/NC(=O)c2cnccn2)c1O	25%	4%	15%	6%	0.2%
CCCCn1c(N)c(N(CC(C)C)C(=O)c2cc3c(s2)CCC3)c(=O)[nH]c1=O	-6%	1%	24%	8%	2.5%
Cc1nc(Nc2ccccc2)sc1C(=O)c1ccccc1	/	7%	18%	-4%	7.8%
O=C1CC(N(O)C2CC(=O)N(Cc3ccccc3)C2=O)C(=O)N1Cc1ccccc1 (configuration not stated)	6%	-6%	28%	-2%	5.8%
CSc1ccc(/C=N/n2c(C3CCCCC3)n[nH]c2=S)cc1	-1%	-5%	-14%	-8%	0.5%
O=[N+]([O-])c1cccc(CCl)c1	-7%	7%	0%	/	3.0%
NC1=NC[C@H](c2ccccc2)N1CC1CCCCC1	3%	5%	5%	-20%	0.4%
Cc1ccc(C)c(OCCSc2nnc(C)c(=O)[nH]2)c1	-15%	-5%	36%	11%	i
CCCOc1ccc(-c2c(C(=O)N/N=C/c3ccsc3)nnn2-c2nonc2N)cc1	1%	8%	18%	2%	1.6%
Cc1nnc(NC(=O)c2ccc(C)c(S(=O)(=O)N3CCOCC3)c2)s1	0%	4%	-5%	4%	1.0%
O=C(Nc1ccc(Cl)cc1)c1cc(S(=O)(=O)Nc2ccccn2)ccc1Cl	-2%	6%	7%	4%	3.3%
O=C(CSc1nnc(-c2ccccc2Br)o1)N1CCN(C(=O)c2ccco2)CC1	-7%	?	?	9%	0.7%
Cc1cc(=O)oc2cc(OCC(=O)Nc3ccc(N4CCC(C)CC4)cc3)ccc12	5%	3%	66%	-8%	0.9%
Cc1nnsc1-c1c(C(=O)N2CCOCC2)c(C)nn1-c1ccc(Cl)cc1	10%	-7%	-6%	0%	1.6%
CCOc1ccccc1OCCn1ncc2ccc(OC)c(OC)c2c1=O	-12%	-5%	3%	-5%	1.8%
COc1ccc(C(=O)Nc2cc(C(F)(F)F)ccc2-n2cncn2)cc1	-4%	1%	19%	3%	4.8%
Cn1nc([N+](=O)[O-])nc1Sc1cccc2cccnc12	-5%	1%	3%	-13%	3.8%
O=C(NCCc1ccccn1)c1ccc2nc(Cc3ccccc3F)oc2c1	-2%	9%	30%	-7%	9.2%
CCCCn1c(N)c(N(Cc2ccccc2OC)C(=O)C(C)C)c(=O)[nH]c1=O	-16%	12%	13%	-4%	1.4%
CC1Sc2ccc(S(=O)(=O)N3CCC(C(=O)N(C)Cc4ccco4)CC3)cc2NC1=O (configuration not stated)	8%	2%	17%	-1%	4.8%
Cc1onc(-c2ccccc2Cl)c1C(=O)Nc1ccc(S(=O)(=O)N2CCCC2)cc1	5%	-6%	/	-5%	1.2%
O=C(Nc1ccc2c(c1)CCCN2C(=O)c1cccs1)c1ccccc1	13%	7%	3%	-41%	6.5%
O=C(Nc1ccc(S(=O)(=O)N2CCCCC2)cc1)c1ccccc1F	-4%	6%	19%	11%	i
C#CCOCCOCCOCCNc1nc(N2CCN(C(=O)[C@H](CCCCN)n3cc(CN)nn3)CC2)nc(N2CCN(C(=O)[C@H](CCC(=O)O)n3cc([C@@H](N)CCSC)nn3)CC2)n1	-6%	0%	-6%	/	0.6%
O=C(NCc1ccccn1)C1CCN(C(=O)c2cc3sccc3n2Cc2ccc(F)cc2)CC1	9%	10%	39%	-10%	i
COc1ccc2[nH]c(C)c(CN3CCC(C)CC3)c(=O)c2c1	-4%	-5%	-7%	-16%	i
Cc1ccc(S(=O)(=O)N(C)C)cc1NC(=O)c1c(-c2c(F)cccc2Cl)noc1C	-2%	1%	-9%	4%	0.1%

Some of these compounds in order of formula weight, highest first:
SMILES	influenza NS1A	M. tuberculosis HTS	tuberculosis growth	Salmonella PhoP GFP	VEEV TC-83 Vero	others
O=C(CSc1nnc(-c2ccccc2Br)o1)N1CCN(C(=O)c2ccco2)CC1	-7%	?	?	9%	0.7%
Cc1cc(=O)oc2cc(OCC(=O)Nc3ccc(N4CCC(C)CC4)cc3)ccc12	5%	3%	66%	-8%	0.9%
CCOc1ccccc1OCCn1ncc2ccc(OC)c(OC)c2c1=O	-12%	-5%	3%	-5%	1.8%

No enrichment for hits; overall some 1.4% were active at least once.
